# Bioassay records as filed in PubChem.
# KCC2 mod: KCC2 cotransporter modulators, thallium flux, primary screen, cell-based, HEK293 KCC2, FluoZin-2 fluorescence, MLSMR; KCC2 cells, thallium flux FluoZin-2 fluorescence; B-score of Tl+ flux slope (higher = more flux/activation; lower = inhibition) at 10 µM; actives 2.2% (n = 190,000);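 active means thallium flux slope and its plate-corrected score both differing from the plate sample mean at a set confidence after two filtering rounds, in either direction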;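 further: slope of fluorescence scaled to starting intensity during 10 to 20 s after thallium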
# FXIIa inh 1536: human FXIIa protease inhibitors, primary screen, biochemical, 1536-well; purified FXIIa, Boc-QGR-AMC fluorogenic substrate, 2 h; inhibition, % at 5 µM; actives 0.3% (n = 220,000); Coagulation factor XII (Homo sapiens), P00748; in the data active means inhibition above about 40%;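 further: 0% = enzyme with no compound and 100% = blank without enzyme; many of its hits are not listed in these tables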
# Target sequence (P00748 20-372 limits assumed): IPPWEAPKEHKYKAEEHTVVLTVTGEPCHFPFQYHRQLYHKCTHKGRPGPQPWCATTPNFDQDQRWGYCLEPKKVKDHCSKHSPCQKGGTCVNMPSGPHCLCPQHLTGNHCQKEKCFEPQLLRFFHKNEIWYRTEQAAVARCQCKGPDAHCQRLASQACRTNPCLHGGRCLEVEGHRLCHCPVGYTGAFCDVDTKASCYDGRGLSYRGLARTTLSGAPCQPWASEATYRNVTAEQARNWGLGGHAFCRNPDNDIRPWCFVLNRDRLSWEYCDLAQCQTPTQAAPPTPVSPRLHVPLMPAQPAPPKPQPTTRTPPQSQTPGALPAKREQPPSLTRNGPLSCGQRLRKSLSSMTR
# Target sequence (P00748 373-615 limits assumed): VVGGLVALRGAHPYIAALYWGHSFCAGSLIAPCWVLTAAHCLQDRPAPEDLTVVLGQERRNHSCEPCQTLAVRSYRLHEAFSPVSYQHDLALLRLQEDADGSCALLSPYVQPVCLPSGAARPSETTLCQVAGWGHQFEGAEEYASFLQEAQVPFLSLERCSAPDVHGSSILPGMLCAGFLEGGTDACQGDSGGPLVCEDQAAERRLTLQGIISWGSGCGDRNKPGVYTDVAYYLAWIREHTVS
# L929 necroptosis: inhibitors of zVAD-triggered necroptosis, primary screen, L929 cells. L929 zVAD necroptosis rescue, ATP luminescence, 24 h; with zVAD 60 µM. viability rescue, % at 10 µM. actives 0.38% (n = 220,000). AID 1377, 2008;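 active means activation, scaled between plate controls, above about 75%, limit read from the data; inactive means activation under that limit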;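 further: 0% = zVAD with DMSO and 100% = DMSO alone without zVAD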
# Thrombin inh: human alpha-thrombin inhibitors, primary screen, counter-screen for coagulation protease inhibitor project, biochemical, 1536-well, fluorogenic AMC substrate; inhibition, % at 5 µM; Boc-VPR-AMC fluorogenic substrate cleavage; actives 0.26% (n = 220,000); Prothrombin (Homo sapiens), P00734;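 active means inhibition at or above 40%; inactive means inhibition below 40%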;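 further: 0% = enzyme with no compound and 100% = wells without enzyme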
#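 Material: human alpha-thrombin protein; Also added: Boc-VPR-AMC substrate, 15 µM final; Timing: enzyme reaction carried out at room temperature; Signal: fluorescence, ex 355 nm, em 460 nm; Measure: % inhibition of thrombin; Controls: enzyme without compound as high, wells lacking enzyme as low.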
# hK5 inh: human KLK5 protease inhibitors, primary screen, biochemical, 1536-well; inhibition, % at 5 µM; actives 0.59% (n = 210,000); recombinant hK5, fluorogenic AMC substrate cleavage; Kallikrein-5 (Homo sapiens), Q9Y337;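 active means inhibition of 40% or more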;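 further: 0% = enzyme controls without compound and 100% = no-enzyme blanks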
# Rad51 HR inh: human RAD51 strand exchange inhibitors, primary screen, biochemical, fluorescence; actives 0.085% (n = 200,000); inhibition, % at 10 µM; hRad51 DNA strand exchange, fluorescence dequenching; AID 1385, 2008; DNA repair protein RAD51 homolog 1 (Homo sapiens), Q06609;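 active means inhibition above 40% at the single screening dose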;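 further: 0% = DMSO control wells and 100% = blanks with heterologous ssDNA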
# Target sequence (Q06609 whole entry, looked up): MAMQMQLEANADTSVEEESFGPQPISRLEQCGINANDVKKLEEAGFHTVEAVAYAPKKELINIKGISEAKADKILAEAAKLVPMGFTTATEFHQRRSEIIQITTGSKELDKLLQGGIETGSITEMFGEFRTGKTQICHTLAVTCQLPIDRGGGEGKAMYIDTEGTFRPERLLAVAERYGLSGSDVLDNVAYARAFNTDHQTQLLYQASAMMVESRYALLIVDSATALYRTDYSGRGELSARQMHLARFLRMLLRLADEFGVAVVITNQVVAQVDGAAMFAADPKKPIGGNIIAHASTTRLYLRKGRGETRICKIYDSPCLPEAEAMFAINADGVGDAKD
#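 material = hRad51 filaments on single-stranded DNA | reagent = Donor/quencher-labelled 47-bp dsDNA substrate | compound = 10 µM final, single point | schedule = strand-exchange reaction 15 min at room temperature | measured by = fluorescein emission 520 nm, excitation 485 nm | read-out basis = % inhibition versus plate control and blank means | benchmarks = plate controls and plate blanks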
# TNF necrop inh: inhibitors of TNF-alpha triggered necroptosis, primary screen, cell-based, Jurkat FADD-/-, single concentration; actives 0.068% (n = 220,000); Jurkat FADD-/- TNF necroptosis rescue, ATP luminescence, 24 h; 0 = TNF only, 100 = no-TNF cells; activation (protection from cell death), % at 10 µM;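 active means activation, meaning protection from cell death, of at least 50% relative to plate controls; inactive means activation below 50%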;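 further: necroptosis triggered by 40 ng/mL TNF-alpha added together with compound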
# Hck Nef HTS: inhibitors of Nef-activated human Hck kinase, primary screen, biochemical, Z-Lyte FRET, 384-well, Hck-YEEI; Tyrosine-protein kinase HCK (Homo sapiens), P08631; Recombinant Hck-YEEI plus Nef, Z-Lyte FRET kinase assay; inhibition, % at 20 µM; actives 0.68% (n = 220,000); AID 463187, 2010;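 active means Hck-Nef kinase inhibition above about 50%, limit read from the data; inactive means inhibition below that limit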;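 further: 0% = DMSO with Hck plus Nef and 100% = Hck alone without Nef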
# FXIa inh 1536: human FXIa protease inhibitors, primary screen, biochemical, 1536-well; purified FXIa, Boc-Glu-Ala-Arg-AMC fluorogenic substrate; inhibition, % at 5 µM; Coagulation factor XI (Homo sapiens), P03951; actives 0.14% (n = 220,000);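 active means inhibition of at least 40%; inactive means inhibition below 40%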;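 further: fluorescence of freed AMC excited at 355 nm; 0% = enzyme without compound and 100% = no enzyme blank; many of its hits are not listed in these tables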
# An asterisk follows results filed as active; nt = no result given.
# Order of values – KCC2 mod	FXIIa inh 1536	FXIa inh 1536	Hck Nef HTS	hK5 inh	Thrombin inh	Rad51 HR inh	TNF necrop inh	L929 necroptosis
> O=C(Nc1nccs1)c1ccc(S(=O)(=O)c2ccccc2)cc1
→ 2.38	6.3	-2.7	-0.5	-0.1	-4.9	-2.2	6.6	0.7
> CCCCNC(=O)CCCCCNS(=O)(=O)c1ccc(Br)cc1
→ 0.0484	10.9	0.6	1.6	2.4	-5.4	-4.8	3.0	0.7
> CCOC(=O)c1nnn(-c2nonc2N)c1-c1ccccc1Cl
→ -1.19	7.7	-0.7	29.6	-3.7	4.1	0.4	0.8	-0.6
> COc1ccccc1N1CCN(C(CNC(=O)c2ccco2)c2cccnc2)CC1 (stereo not drawn)
→ -0.0786	9.5	2.1	17.9	-5.6	-0.7	1.1	-1.5	-0.2
> C[N+](C)(C)CCOC(=O)C1(c2ccccc2)CCCC1
→ 1.38	10.5	5.0	-2.3	0.1	-5.5	-1.3	0.8	1.1
> CCOC(=O)c1sc(=S)n(-c2ccc(OC)cc2)c1N
→ 0.536	11.4	-1.9	11.6	2.4	-0.1	2.5	2.6	-0.5
> Cc1cccc(NC(=O)c2c([N+](=O)[O-])c(C(C)(C)C)nn2C)c1
→ -1.12	7.5	-0.8	0.2	-11.9	-4.2	-7.1	1.8	1.3
> Cc1ccc(-n2c(C)cc(C(=O)OCC(=O)N(CC(C)C)C3CCS(=O)(=O)C3)c2C)cc1 (stereo not drawn)
→ -0.535	16.8	15.0	0.6	-8.4	2.1	-1.9	-2.3	0.0
> CN(C)Cc1c(-c2ccc(Cl)cc2)nc2ccccn12
→ 0.774	-1.4	0.9	-16.9	-12.2	5.2	13.2	-0.2	0.2
> O=[N+]([O-])c1ccc2nc(-c3ccc(Cl)cc3)[nH]c2c1
→ -0.646	9.9	7.5	9.3	-6.6	1.4	-27.9	-1.5	2.3
> CC(C)Cc1ccc(/C=C/C(=O)NC2CC2)cc1
→ -3.32	14.0	8.6	1.9	-11.6	-4.2	8.0	0.9	1.3
> NC(=O)CSC1=Nc2ccccc2C2=NC(CCC(=O)NCc3ccc(F)cc3)C(=O)N12 (stereo not drawn)
→ -1.31	-16.4	-11.0	0.6	-20.8	-2.6	-3.8	-0.4	0.2
> O=C(COC(=O)Cc1cccs1)Nc1ccccc1Cl
→ 0.128	6.4	-4.7	-21.6	-3.7	-4.9	-4.8	0.6	0.9
> CNc1nc(C)cc(C)c1S(=O)(=O)c1ccc(C)cc1
→ nt	8.6	-10.7	2.1	1.1	-1.9	-3.4	-4.5	-0.3
> CCN(C(=O)CN1CCN(c2ccccc2OC)CC1)c1c(N)n(Cc2ccccc2)c(=O)[nH]c1=O
→ 1.5	-2.3	-21.5	0.6	-4.5	-5.4	-3.3	-0.5	-0.1
> CCOC(=O)N1CCN(Cc2nc(Cc3cccc(C(F)(F)F)c3)no2)CC1
→ nt	6.5	-0.1	7.7	-2.5	-0.8	nt	0.3	0.0
> CCCCOc1ccc(C(=O)Nn2cnnc2)cc1
→ -0.0564	6.7	5.2	-11.9	-3.4	-4.1	3.7	1.1	0.0
> COc1ccccc1C1C2=C(CC(C)(C)CC2=O)Nc2nnnn21 (stereo not drawn)
→ -0.0296	7.3	-2.8	3.0	-4.6	-4.7	-4.6	2.0	2.4
> O=C(CCCc1ccccc1)c1ccc2c(c1)OCCO2
→ -1.66	7.9	3.2	5.9	-7.9	-0.2	-4.6	-0.5	-0.3
> CC(=O)N1CCN(C(=O)Cn2c(=O)oc3ccccc32)CC1
→ -0.768	7.9	-19.1	-2.3	5.9	-0.7	2.9	0.1	0.7
> CCCCOC(=O)n1c(=O)oc2cc(S(=O)(=O)N3CCCCC3)ccc21
→ -0.21	3.0	0.5	0.7	-22.5	-2.6	16.9	-1.0	1.8
> Nn1c(COc2cccc(Cl)c2)nc2ccccc2c1=O
→ -0.184	7.1	3.5	-7.0	-19.4	0.7	1.3	3.4	0.4
> CCOC(=O)c1c(NC(=O)CSc2nnnn2C)sc(C)c1-c1ccc(C)cc1
→ -1.35	-14.2	-3.0	0.3	-7.4	-4.6	-4.8	-4.0	0.9
> Cc1ccc2cc(C(c3nnnn3C3CCCC3)N(Cc3ccccc3)Cc3ccco3)c(=O)[nH]c2c1 (stereo not drawn)
→ 1.98	18.3	5.9	0.9	-18.1	-0.5	0.7	-1.7	-0.4
> CN(CCC#N)C(=O)COC(=O)/C=C/c1cccs1
→ -0.000511	8.3	-2.3	22.2	2.5	8.5	-1.8	-0.2	18.9
> CCCCCCCC(=O)NC(Nc1ccc(S(N)(=O)=O)cc1)C(Cl)(Cl)Cl (stereo not drawn)
→ nt	14.5	3.5	0.2	-2.5	4.8	-13.4	-8.9	0.2
> Brc1cnc2nc[nH]c2c1
→ -0.625	5.6	-4.3	15.8	-0.9	-5.6	-3.5	3.8	1.2
> O=C(NC1CCCCCCC1)c1ccc(S(=O)(=O)N2CCCC2)cc1
→ -0.104	4.5	2.3	-0.4	-1.0	0.6	0.2	0.8	0.8
> O=C(NCc1nc2ccccc2[nH]1)c1cc2ccccc2oc1=O
→ -1.49	17.2	-4.7	-0.4	-16.8	2.8	-3.1	-2.6	-0.1
> Cc1cc(=O)oc2c(N)c(O)ccc12
→ nt	12.8	-7.2	0.4	-2.2	-4.6	-4.0	-1.9	-0.1
> COc1ccc(CCC(=O)Nc2cc(Cl)ccc2OC)cc1
→ -1.61	-8.8	-5.4	-11.9	-25.1	-10.6	-3.2	-0.6	0.0
> O=C(N/N=C/c1ccccn1)C12CC3CC(CC(C3)C1)C2
→ 0.621	5.1	0.3	6.2	-18.2	-4.2	12.6	2.0	1.3
> O=C(NCc1ccco1)/C(=C\c1ccco1)NC(=O)c1cccs1
→ 0.641	5.8	2.9	19.5	5.4	-2.4	-9.4	-1.1	-2.1
> CC(C)Cn1cc(C(=O)NCC2CCCO2)c2c3ccccc3n(C)c2c1=O (stereo not drawn)
→ -0.0999	3.7	0.5	10.3	-7.1	-4.6	2.6	0.2	-1.1
> CSc1cc(C)c(OCC(=O)Nc2ccc(NC(C)=O)cc2)c(C)c1
→ nt	8.3	-3.5	22.4	-0.1	-6.9	5.8	2.7	2.7
> CC1CCCCN1c1nc2nonc2nc1N1CCCCC1C (stereo not drawn)
→ -1.09	14.7	6.5	6.6	-7.2	3.1	7.8	-1.4	-1.1
> O=C1c2ccccc2C(=O)N1CCc1nc(-c2cccnc2)no1
→ -0.0167	22.7	5.8	1.6	-10.0	2.2	9.0	-0.4	0.9
> CCn1cc([N+](=O)[O-])c(C(=O)Nc2nc(-c3ccc(C)cc3)c(C)s2)n1
→ 0.139	13.4	2.2	-4.6	-17.9	-7.1	nt	-0.7	0.2
> Cc1ccc(C(=O)Nc2ncc3c(n2)CC(c2ccco2)CC3=O)cc1 (stereo not drawn)
→ 0.382	8.5	3.1	-0.7	-22.5	-20.9	-5.9	-1.7	0.1
> CCc1cccc(CC)c1NC(=O)CO/N=C(\C)c1cccs1
→ -0.127	33.1	22.8	1.1	31.9	22.8	0.9	3.1	0.3
> CCn1c(=O)cc(NC2=NCC(C)CN2c2cccc(Cl)c2)n(C)c1=O (stereo not drawn)
→ -0.485	10.4	5.5	-1.1	0.8	-1.8	-8.4	3.3	1.4
> CC(=O)c1ccc(NS(=O)(=O)Cc2ccc(Cl)cc2)cc1
→ -0.271	8.8	0.2	-17.8	-11.3	-13.2	-2.2	1.2	0.4
> CC(NC(=O)c1cc(-c2ccccc2)on1)c1ccccc1 (stereo not drawn)
→ -0.127	12.4	2.2	1.2	6.2	4.7	nt	5.4	0.1
> COc1cc(-c2nnc(SCC3(c4ccccc4)OCCO3)o2)cc(OC)c1OC
→ 0.00415	15.2	8.2	-1.0	5.4	2.0	-4.3	-3.7	-0.3
> Cc1c2c(nc3ccccc13)CC(C)(C)CC2=O
→ -0.68	9.5	2.3	21.7	6.2	-2.9	-3.8	0.7	3.7
> O=C(Cn1nnc(-c2ccccc2F)n1)NCc1ccco1
→ -0.167	11.3	0.2	-0.4	-3.5	6.4	44.4*	-0.2	0.8
> Cc1cc(C(=O)N/N=C2\CCCc3ccccc32)c(C)o1
→ -1.66	9.8	6.5	1.8	-4.5	-13.2	11.5	0.6	3.0
> Cc1ccc(C(=O)NCCCCNC(=O)c2ccc(C)o2)o1
→ 1.21	-3.8	5.2	1.9	-5.2	-1.9	-0.4	-2.6	0.3
> Cc1nn(C)cc1C(C(=O)NC1CCCCC1)N(C(=O)Cn1nnc2ccccc21)c1ccc(F)cc1 (stereo not drawn)
→ nt	12.1	-4.0	-0.8	-0.6	2.7	0.3	0.2	-0.6
> C=C(C)C(=O)Nc1cccc(C2=NOC3(C2)C[C@H](C(N)=O)N(C(=O)/C=C/C)C3)c1 (stereo partly drawn)
→ -0.5	7.2	2.1	24.5	5.3	6.2	1.1	3.0	-0.1
> COc1ccc(CCNC(=O)C(=O)NCc2ccc(Cl)cc2)cc1OC
→ -0.451	2.9	-7.4	18.4	-9.0	-12.8	4.7	1.4	14.9
> CCOC(=O)C1=C(C)NC2=C(C(=O)CCC2)C1c1ccc(N(C)C)cc1 (stereo not drawn)
→ 0.744	2.0	4.9	2.8	5.1	4.2	1.4	-0.9	-0.5
> Cc1ccc(N=C2NC(=O)/C(=C\c3ccc(C)s3)S2)cc1
→ 0.896	7.9	-1.2	27.1	1.5	-2.9	-8.0	-0.9	24.1
> O=C(CC1(O)C(=O)Nc2ccccc21)c1ccc2c(c1)OCO2 (stereo not drawn)
→ nt	7.7	-6.4	0.3	0.5	-0.4	-1.8	0.0	0.4
> CCOC(=O)C(CC)(CCC(=O)O)c1csc(Nc2ccc(C)cc2)n1 (stereo not drawn)
→ -2.89*	2.4	-4.4	20.2	-1.3	-6.8	4.0	0.5	3.0
> CC/C(=N\O)c1ccc(O)c(OC)c1
→ 0.4	23.0	17.0	-5.3	3.0	2.1	-15.7	0.7	0.3

# One compound at a time (already shown). Order of values: KCC2 mod	FXIIa inh 1536	FXIa inh 1536	Hck Nef HTS	hK5 inh	Thrombin inh	Rad51 HR inh	TNF necrop inh	L929 necroptosis
# O=C(CC1(O)C(=O)Nc2ccccc21)c1ccc2c(c1)OCO2 (stereo not drawn) across the screens: nt	7.7	-6.4	0.3	0.5	-0.4	-1.8	0.0	0.4
# CCOC(=O)C1=C(C)NC2=C(C(=O)CCC2)C1c1ccc(N(C)C)cc1 (stereo not drawn) across the screens: 0.744	2.0	4.9	2.8	5.1	4.2	1.4	-0.9	-0.5

# The list is partial. The share of hits here may be higher or lower than overall.
